Source: PubChem BioAssay (National Center for Advancing Translational Sciences (NCATS))
GAA glycogen: inhibitors or activators of human alpha-glucosidase glycogen cleavage; 300,000 compounds, 0.38% hits; P10253; recombinant GAA, glycogen substrate, Amplex Red glucose oxidase fluorescence; Potency, µM (highest dose often 76.4 µM), for inactives: top-dose activity change, negative = inhibition, hits mostly inhibitors;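 further: 0% = full enzyme reaction and -100% = no-enzyme basal signal; the screen sought inhibitors and activators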
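Recombinant enzyme (4 nM final) with compounds titrated up to 77 uM and bovine liver glycogen (30 ug) in citrate pH 5.0, 0.01% Tween-20, 37 C 40 min. Released glucose detected by Amplex Red/glucose oxidase (Ex 573/Em 610); AC50 from Hill fits.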
HTT cytoprotect: cytoprotection in Huntington HTT-Q103 PC12 cell model | AID 1471 | 230,000 compounds, 0.14% hits | PC12 HTT-Q103 induced, cytoprotection, ATP luminescence, 40 h | Potency, µM (highest dose often 56.4 µM), for the others: cytoprotection (ATP increase), actives largely listed as activators;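 further: % of control where 0% means no effect; nearly all actives have a fitted effect of over 45% in size; toxic huntingtin expression switched on by the ecdysone agonist tebufenozide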
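Cells were plated at 1500 per well in phenol red-free DMEM with 5% equine and 5% calf serum. Tebufenozide (100 nM final) and compounds were added, then ATPlite reagent, and luminescence was read.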
RGS12 GoLoco inh: RGS12 GoLoco-Gai1 interaction inhibition; P63096; Gai1:RGS12 GoLoco peptide FP, rhodamine, 10 min; Potency, µM (series often up to 61.6 µM), for the others: at the highest dose activity, negative = inhibition, hits mostly inhibitors; 230,000 compounds, 0.44% hits; AID 880; active means well fitted inhibition curve with a large enough effect, not every such curve was filed as active; inactive means no such curve, though single readings can be large or run the other way; further: on the % scale 0 is the no-effect control and ±100 the full control effect; nearly all actives have a fitted effect of over 30% in size; many of its hits are not listed in these tables
Target sequence (P63096 whole entry, looked up): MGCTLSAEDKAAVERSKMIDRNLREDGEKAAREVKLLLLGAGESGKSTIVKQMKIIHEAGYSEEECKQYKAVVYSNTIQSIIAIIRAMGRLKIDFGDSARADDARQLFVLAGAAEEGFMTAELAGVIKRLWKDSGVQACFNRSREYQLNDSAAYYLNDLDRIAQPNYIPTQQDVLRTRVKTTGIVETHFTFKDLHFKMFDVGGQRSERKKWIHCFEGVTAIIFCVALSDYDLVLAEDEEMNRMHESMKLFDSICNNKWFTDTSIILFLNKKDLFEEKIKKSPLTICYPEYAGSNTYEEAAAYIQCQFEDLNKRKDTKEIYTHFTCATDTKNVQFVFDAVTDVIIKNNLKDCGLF
IMPase Li inh: IMPase inhibition in cells with lithium potentiation | CHO-M1 cells, IP1 TR-FRET (IP-One), carbachol + lithium | Potency, µM (titrated, usually from 59.4 µM), without a hit: at the highest dose activity, negative = IMPase inhibition, most hits filed as inhibitors | 210,000 compounds, 0.35% hits | AID 1457;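 further: IP1 builds up when IMPase is blocked and the TR-FRET signal falls; plate controls were basal vehicle for no effect and high inhibitor control for full effect; nearly all actives have a fitted effect of over 50% in size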
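CHO cells stably expressing M1 receptor (2000/well) were cultured 16–30 h, then exposed to compounds with a small lithium addition for 30 min at 37C. IP1 was measured by TR-FRET competition; AC50 from Hill fits.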
HTT aggregate: inhibitors of mutant huntingtin aggregate formation in PC12 cells | PC12 HttQ103-GFP aggregates, Acumen cytometry, 40 h | Potency, µM (titrated, usually from 46.1 µM), for the others: top-dose activity change, negative = inhibition, hits mostly inhibitors | 220,000 compounds, 1.1% hits | AID 1688; further: on the % scale 0 is the no-effect control and ±100 the full control effect; nearly all actives have a fitted effect of over 60% in size
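Huntingtin Q103 exon 1–GFP aggregates in induced PC12 cells (100 nM tebufenozide) were quantified by cytometry from lysates, with compounds dosed in titration.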
aGlu spleen mod: inhibitors or activators of human alpha-glucosidase in spleen homogenate; human spleen homogenate, 4-MU-alpha-glucoside fluorescence; Potency, µM (highest dose often 79.9 µM), without a hit: at the highest dose activity change, negative = inhibition, usual class: inhibitors; 240,000 compounds, 0.006% hits; AID 2112;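 further: 0% = enzyme with vehicle and -100% = no enzyme basal signal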
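Human spleen homogenate (1 ug) with 4-methylumbelliferyl-alpha-D-glucopyranoside (1 mM final) in 50 mM citrate/phosphate pH 5.0, 0.01% Tween-20; 40 min at 37 C. Stopped at pH 10; 4-MU fluorescence Ex 365/Em 440 nm; AC50 by Hill fit.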
GAA inhib: alpha-glucosidase (human) inhibition; P10253; purified human GAA, 4-MU-alpha-glucoside fluorescence; 200,000 compounds, 0.005% hits; Potency, µM (series often up to 76.9 µM), for the others: at the top dose activity change, negative = inhibition, hits mostly inhibitors;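 further: plate controls were uninhibited enzyme wells for no effect and no-enzyme background for full effect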
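AC50 values come from Hill fits of compound titrations (up to 77 uM) against 4 nM human enzyme. Substrate 4-methylumbelliferyl-alpha-D-pyranoside at 400 uM, pH 5.0 citrate buffer, 20 min room temperature; fluorescence Ex 365/Em 440 after alkaline stop.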
* hit, by the source's call; ? = inconclusive; nt = not tested or not shown; [ ] = another dose, or the depositor's remark. Unless noted, the call rests on the fitted dose curve; in most records, active means well fitted curve in the direction sought with a large enough effect; inconclusive means small, poorly fitted or top-dose-only effect, or another doubt; inactive means no such curve, though single readings can be large; an effect the other way counts as inactive or inconclusive. Potency means the concentration at half of the fitted maximal effect. The list is partial (hit frequency here may not be typical).

SMILES | GAA glycogen | HTT cytoprotect | RGS12 GoLoco inh | IMPase Li inh | HTT aggregate | aGlu spleen mod | GAA inhib
CC(C)NC(=O)NC(=O)COC(=O)c1ccc(NC(=O)CC#N)cc1 | 7% | -5% | 18% | -6%[38.3 µM] | 10% | -19% | 0%
CC1CN(CCCCN2C(=O)c3ccccc3C2=O)CC(C)O1 (centres undefined) | 0% | 28%[10 µM] | -1% | 7% | 20% | -7% | -6%
C/C(=N/NC(=O)c1sc(NS(=O)(=O)c2ccccc2)nc1C)c1ccc(F)cc1 | -18% | -11%[10 µM] | 6% | -2% | -21% | -1% | 0%
N#CCc1nnc2n1-c1ccccc1CCC2 | 2% | 0% | 5% | 19%[38.3 µM] | -13% | -1% | -5%
CC(=O)NN1C(=O)c2ccccc2NC1c1ccccn1 (centres undefined) | -1% | 13%[10 µM] | 0% | -3% | -15% | 1% | 12%
CCOC(=O)N1CCC(c2cc(=O)n(-c3ccccc3)[nH]2)CC1 | ? | -21% | 7% | 4% | 15% | -3% | 1%
Cc1c(Cl)cccc1NC(=O)CCCN1C(=O)CCC1=O | -2% | -6% | -7% | -7%[38.3 µM] | -17% | -3% | -7%
Cc1ccc(S(=O)(=O)NCC(=O)OC(C)C(=O)Nc2ncc(Cl)cc2Cl)cc1 (centres undefined) | -2% | -19% | -10% | -9%[38.3 µM] | -2% | 2% | 2%
CCOC(=O)C(=O)Nc1ccc2c(c1)OCO2 | 6% | -3% | 4% | -13%[38.3 µM] | -9% | -5% | -1%
Cc1noc(C)c1COc1ccc(C(=O)OCC(=O)c2ccc3c(c2)OCCO3)cc1 | -1% | 30% | 13% | 9%[38.3 µM] | -8% | -9% | -7%
CN1C(C(=O)NCCc2cccs2)CC2Cn3c(nc4cc5ccccc5cc43)C21 (centres undefined) | 0% | 2%[10 µM] | -4% | nt | -2%[9.22 µM] | -12% | nt
CC(C)(C)c1ccc(-c2nc(C#N)c(NCc3ccncc3)o2)cc1 | ? | -38%[inhibitor] | nt | nt | -29% | 4% | -2%
CCOC(=O)N1CCN(C(=O)C2CCC(CNS(=O)(=O)c3ccc(Cl)cc3)CC2)CC1 (centres undefined) | 9% | -10% | 9% | 10%[38.3 µM] | -17% | -7% | 1%
COc1ccccc1NC(=O)c1ccc(-c2ccccc2F)o1 | -7% | 6% | 7% | 21%[38.3 µM] | -11% | -1% | -4%
Nc1ncc(-c2ccc([N+](=O)[O-])cc2)cn1 | -3% | -5%[10 µM] | 10% | -2% | 4% | -12% | -8%
Nc1ccc(C(=O)c2cccs2)cn1 | 2% | -15%[10 µM] | 12% | nt | -15%[9.22 µM] | 2% | 4%
CN(C(=S)Nc1ccc(SC(F)F)cc1)c1ccc(O)cc1 | ? | 25%[1.9 µM] | -21% | 0% | ? | -5% | -7%
CCCC(=O)Nc1ccc(N2CCOCC2)cc1 | 6% | -4% | -12% | 17%[38.3 µM] | -19% | 3% | -7%
C/C(N)=C(/C#N)C(=O)COC(=O)C1Cc2ccccc2CN1S(C)(=O)=O (centres undefined) | -5% | -16% | -4% | 0%[38.3 µM] | -5% | 0% | -10%
COc1ccc(C2Nc3cc(OC)ccc3-n3cccc32)cc1 (centres undefined) | 7% | -16%[10 µM] | 0% | nt | -16%[9.22 µM] | 8% | nt
CCC(=O)c1ccc(N2CCN(C(=O)c3cccc(F)c3)CC2)c(F)c1 | 3% | -21% | 2% | 1% | -19% | -10% | ?
O=C(NC(=S)Nc1ccc(N2CCOCC2)cc1)c1cccc(Cl)c1 | -25% | -20%[10 µM] | 10% | 7% | 12% | -14% | -15%
CCOC(=O)Nc1ccc2nc(Sc3ccc(Cl)cc3)sc2c1 | -5% | -31%[10 µM] | -4% | nt | -18%[9.22 µM] | -3% | nt
O=C(Nc1cccc2c1CCCC2)c1cc([N+](=O)[O-])cc([N+](=O)[O-])c1 | 2% | -7%[10 µM] | 7% | 15% | -7% | -6% | 3%
COc1cc(C(=O)Nc2oc(-c3ccccc3)c(-c3ccccc3)c2C#N)cc(OC)c1OC | 2% | -61%[inhibitor] | 10% | 11%[38.3 µM] | ? | -4% | -13%

Overlap with the part before: four compounds; new compounds follow.
SMILES | GAA glycogen | HTT cytoprotect | RGS12 GoLoco inh | IMPase Li inh | HTT aggregate | aGlu spleen mod | GAA inhib
O=C(NC(=S)Nc1ccc(N2CCOCC2)cc1)c1cccc(Cl)c1 | -25% | -20%[10 µM] | 10% | 7% | 12% | -14% | -15%
CCOC(=O)Nc1ccc2nc(Sc3ccc(Cl)cc3)sc2c1 | -5% | -31%[10 µM] | -4% | nt | -18%[9.22 µM] | -3% | nt
O=C(Nc1cccc2c1CCCC2)c1cc([N+](=O)[O-])cc([N+](=O)[O-])c1 | 2% | -7%[10 µM] | 7% | 15% | -7% | -6% | 3%
COc1cc(C(=O)Nc2oc(-c3ccccc3)c(-c3ccccc3)c2C#N)cc(OC)c1OC | 2% | -61%[inhibitor] | 10% | 11%[38.3 µM] | ? | -4% | -13%
Cc1ccc(C(=O)NCCc2csc(-c3cccnc3)n2)cc1 | 4% | -26%[10 µM] | 2% | 14%[38.3 µM] | -21% | 3% | 0%
Oc1cnc2ccccc2c1CN1CCOCC1 | -2% | 5%[10 µM] | 6% | 2% | -20% | 0% | ?
Cc1cccc(NC(=S)N2CCN(Cc3ccc4c(c3)OCO4)CC2)c1C | -7% | 25%[10 µM] | -1% | 7% | -9% | -4% | 5%
COc1ccc(-c2nnn(CC(=O)N(CCO)C(C(=O)NC3CCCC3)c3ccc(F)cc3)n2)cc1 (centres undefined) | -8% | -8%[10 µM] | 6% | -13%[38.3 µM] | -6% | -2% | -9%
Cc1ccccc1NC(=O)c1nc2nccc(C)n2n1 | 0% | -29%[10 µM] | 8% | 4% | 27% | -2% | -8%
O=C1CCC(C(=O)OCC(=O)C23CC4CC(CC(C4)C2)C3)N1 (centres undefined) | 8% | -6%[10 µM] | -3% | -9%[38.3 µM] | -14% | -3% | ?
Cc1cccc(S(=O)(=O)N/N=c2\sc3ccccc3n2C)c1 | -24% | 1%[10 µM] | 8% | -2% | -1%[9.22 µM] | 2% | nt
CCNCc1ccc(OCc2cccs2)c(OCC)c1 | -8% | -53%[inhibitor] | -4% | 11% | 8% | 9% | -4%
Cc1cccc(OCC(=O)NNC(=O)CSc2ncc(C#N)c(N)n2)c1 | 3% | 20% | 7% | -4%[38.3 µM] | 14% | 5% | 1%
O=C(Cn1c2[n+](c3ccc(C(F)(F)F)cc31)CCCCC2)Nc1ccccc1 | -5% | -18%[10 µM] | 3.2µM* | 8% | 6% | -3% | 6%
COc1cc2c(Nc3ccc(NC(=O)c4ccccc4)cc3)ncnc2cc1OCCCN1CCOCC1 | nt | -177%[inhibitor] | 11% | 11% | nt | 7% | nt
CC(C)Cc1nc2ccccc2[nH]1 | 2% | 15%[10 µM] | -2% | nt | -1%[9.22 µM] | -4% | nt
CCOC(=O)N1CCN(c2cc(C)c(C(C)=O)cc2F)CC1 | 6% | 3% | 0% | 2%[38.3 µM] | ? | -8% | 1%
CCOC(=O)c1sc2ccccc2c1OC(=O)c1ccccc1OC | 11% | -6%[10 µM] | nt | nt | -19% | 4% | ?
O=C(NCc1ccc(F)cc1)C(=O)NCC(c1ccco1)N1CCOCC1 (centres undefined) | 6% | -22% | 1% | -11% | 14% | nt | 2%
O=C(CSc1ccc2nnc(-c3ccccn3)n2n1)NCc1ccco1 | 4% | -6%[10 µM] | 0% | 4% | ? | -12% | -13%
CCCc1nc2sc3c(=O)[nH]cnc3c2c2c1CCCC2 | -6% | 21%[10 µM] | 10% | nt | 8%[9.22 µM] | 6% | -6%
CCOC(=O)CNS(=O)(=O)c1ccc2c3c(cccc13)C(=O)N2CC | 2% | -30% | 6% | 16% | 19% | -5% | 8%
CC(C)C(NC(=O)c1ccc(F)cc1)C(=O)NCC1CCCO1 (centres undefined) | 7% | -7%[10 µM] | -6% | nt | -4%[9.22 µM] | -1% | -3%
c1ccc(-c2nnc(-c3ccco3)n2-c2ccccc2)cc1 | -2% | 1%[10 µM] | 10% | 5% | -14% | -6% | 5%
O=C(COC(=O)c1ccc(S(=O)(=O)Nc2ccccc2)cc1)NC1CCCC1 | -3% | 14%[10 µM] | 4% | 1% | 3% | 2% | -5%
COc1cc(/C=C2\C(=O)N(C)C(=S)N2C)ccc1O | -2% | nt | 24% | 9% | -20% | 8% | -7%
O=C(Cc1cccs1)Nc1cccc([N+](=O)[O-])c1 | -10% | -11% | 31%[activator] | 0% | -16%[9.22 µM] | -4% | -2%
COc1cc(/C=C2/SC(=O)N(Cc3ccccc3Cl)C2=O)ccc1OCc1ccncc1 | 2% | 0% | -3% | 1%[38.3 µM] | 3% | -8% | ?
O=C(COC(=O)c1cc([N+](=O)[O-])ccc1NCc1ccccc1)NC1CCCc2ccccc21 (centres undefined) | 8% | -40%[inhibitor] | 12% | 21%[38.3 µM] | ? | -2% | -1%
C[C@H]1Cc2c(COc3ccccc3)nc3c(c2CO1)CN(C(=O)c1ccco1)CC3 | nt | -18%[10 µM] | 1%[14.2 µM] | 12% | nt | 6%[17.4 µM] | nt

Grouped by structure: the entries above with a thiophene ring, fused or not
SMILES | GAA glycogen | HTT cytoprotect | RGS12 GoLoco inh | IMPase Li inh | HTT aggregate | aGlu spleen mod | GAA inhib
CN1C(C(=O)NCCc2cccs2)CC2Cn3c(nc4cc5ccccc5cc43)C21 (centres undefined) | 0% | 2%[10 µM] | -4% | nt | -2%[9.22 µM] | -12% | nt
Nc1ccc(C(=O)c2cccs2)cn1 | 2% | -15%[10 µM] | 12% | nt | -15%[9.22 µM] | 2% | 4%
CCNCc1ccc(OCc2cccs2)c(OCC)c1 | -8% | -53%[inhibitor] | -4% | 11% | 8% | 9% | -4%
CCOC(=O)c1sc2ccccc2c1OC(=O)c1ccccc1OC | 11% | -6%[10 µM] | nt | nt | -19% | 4% | ?
CCCc1nc2sc3c(=O)[nH]cnc3c2c2c1CCCC2 | -6% | 21%[10 µM] | 10% | nt | 8%[9.22 µM] | 6% | -6%
O=C(Cc1cccs1)Nc1cccc([N+](=O)[O-])c1 | -10% | -11% | 31%[activator] | 0% | -16%[9.22 µM] | -4% | -2%
